NPSR antag: qHTS Assay for Antagonists of the Neuropeptide S Receptor: cAMP Signal Transduction; Q6W5P4; CHO-NPSR cells, cAMP TR-FRET, antagonist mode; Potency, µM (highest dose often 38.3 µM), inactives show at the top dose activity change, negative = inhibition, hits mostly inhibitors; 1% of 220,000 active; also: % is scaled to controls: 0 for no effect and ±100 for the full control effect; nearly all actives have a fitted effect of over 50% in size; many of its hits are not listed in these tables
Target sequence (Q6W5P4 whole entry, looked up): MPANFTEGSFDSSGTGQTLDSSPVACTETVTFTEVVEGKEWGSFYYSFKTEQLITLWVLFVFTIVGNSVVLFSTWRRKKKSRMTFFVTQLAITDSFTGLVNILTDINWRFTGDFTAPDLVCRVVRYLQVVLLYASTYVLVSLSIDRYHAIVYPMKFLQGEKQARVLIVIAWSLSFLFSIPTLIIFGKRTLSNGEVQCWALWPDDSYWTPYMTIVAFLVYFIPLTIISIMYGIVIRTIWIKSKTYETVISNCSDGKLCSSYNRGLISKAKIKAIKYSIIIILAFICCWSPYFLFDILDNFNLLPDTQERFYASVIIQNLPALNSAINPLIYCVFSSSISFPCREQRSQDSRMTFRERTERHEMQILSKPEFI
Tau fluor counter: Counterscreen qHTS for Inhibitors of Tau Fibril Formation, Fluorescence Polarization. Potency, µM (titrated, usually from 57.7 µM), for inactives: at the top dose activity change, negative = decrease. tau K18 P301L (four-repeat tau fragment) Alexa594 fluorescence, heparin fibrillization. AID 1463, 2008. 0.93% of 280,000 active; also: % is scaled to controls: 0 for no effect and ±100 for the full control effect; nearly all actives have a fitted effect of over 55% in size
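Human K18 P301L tau (15 uM unlabeled plus 0.24 uM Alexa 594-labeled, final) in 100 mM sodium acetate pH 7 was mixed with compound and 20 uM heparin and incubated 6 hr at 37 C.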
GAA glycogen mod: qHTS Assay for Inhibitors and Activators of Human alpha-Glucosidase Cleavage of Glycogen; Lysosomal alpha-glucosidase (Homo sapiens), P10253; recombinant GAA, glycogen substrate, Amplex Red glucose oxidase fluorescence; Potency, µM (series often up to 76.4 µM), inactives show at the top dose activity change, negative = inhibition, most hits filed as inhibitors; 0.38% of 300,000 active;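 also: 0% = full enzyme reaction and -100% = no-enzyme basal signal; the screen sought inhibitors and activators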
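Recombinant human enzyme (4 nM); glycogen substrate; 37 C, 40 min, pH 5.0. Readout: coupled glucose oxidase/Amplex Red fluorescence.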
aGlu spleen mod: qHTS Assay for Inhibitors and Activators of Human alpha-Glucosidase From Spleen Homogenate. Lysosomal alpha-glucosidase (Homo sapiens), P10253. Potency, µM (top dose mostly 79.9 µM), for the others: at the top dose activity change, negative = inhibition, usual class: inhibitors. human spleen homogenate, 4-MU-alpha-glucoside fluorescence. 0.006% of 240,000 active;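 also: 0% = enzyme with vehicle and -100% = no enzyme basal signal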
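Human spleen homogenate (1 ug) with 4-methylumbelliferyl-alpha-D-glucopyranoside (1 mM final) in 50 mM citrate/phosphate pH 5.0, 0.01% Tween-20; 40 min at 37 C. Stopped at pH 10; 4-MU fluorescence Ex 365/Em 440 nm; AC50 by Hill fit.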
GLA spleen mod: qHTS Assay for Inhibitors and Activators of Human alpha-Galactosidase From Spleen Homogenate; 0.008% of 240,000 active; AID 2107, 2009; human spleen homogenate, 4MU-alpha-Gal fluorescence, 40 min; Potency, µM (series often up to 80 µM), for inactives: top-dose activity change, negative = inhibition, most hits filed as inhibitors;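 also: 0% = enzyme with vehicle and -100% = no enzyme basal signal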
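Fluorogenic readout (Ex 365/Em 440 nm) of 4-methylumbelliferone released from 1 mM 4-MU-alpha-galactoside by spleen homogenate, 40 min at 37C, pH 5.0. Data normalized to no-enzyme and enzyme controls; Hill-equation AC50 from compound titrations.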
Epigenetic derep: Quantitative High-Throughput Screen for Regulators of Epigenetic Control | Potency, µM (highest dose often 53.9 µM), for the others: at the top dose GFP activation, usual class: activators | murine LDR cells, GFP reporter derepression, 30 h | AID 1865, 2009 | 0.2% of 280,000 active; also: % of control where 0% means no effect; nearly all actives have a fitted effect of over 60% in size
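GFP-positive cell count by laser-scanning cytometry (objects 20–120 um) after 30 h, 37 C compound exposure of murine LDR cells; reporter is CMV-GFP integrated at a silenced locus, inducible by HDAC or DNMT inhibitors.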
GAA inh: qHTS Assay for Inhibitors of Human alpha-Glucosidase as a Potential Chaperone Treatment of Pompe Disease; Lysosomal alpha-glucosidase (Homo sapiens), P10253; purified human GAA, 4-MU-alpha-glucoside fluorescence; Potency, µM (highest dose often 76.9 µM), inactives show top-dose activity change, negative = inhibition, hits mostly inhibitors; 0.005% of 200,000 active; AID 1466, 2008;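 also: plate controls were uninhibited enzyme wells for no effect and no-enzyme background for full effect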
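Read-out is 4-methylumbelliferone fluorescence (Ex 365/Em 440 nm) after NaOH/glycine stop at pH 10. Enzyme 4 nM, substrate 400 uM, pH 5.0 citrate buffer, 20 min room temperature; AC50 from Hill-equation concentration-response.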
ALDH1A1 inh: qHTS Assay for Inhibitors of Aldehyde Dehydrogenase 1 (ALDH1A1). 7.3% of 220,000 active. Purified ALDH1A1, NADH fluorescence, propionaldehyde substrate. Aldehyde dehydrogenase 1A1 (Homo sapiens), P00352. Potency, µM (top dose mostly 75.3 µM), for inactives: at the highest dose activity, negative = inhibition, hits mostly inhibitors. AID 1030, 2008; active = well fitted inhibition curve with a large enough effect, not every such curve was filed as active; inconclusive = small, poorly fitted or top-dose-only effect, or another doubt; inactive = no such curve, though single readings can be large or run the other way;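 also: plate controls were no enzyme wells and a reference inhibitor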
Target sequence (P00352 whole entry, looked up): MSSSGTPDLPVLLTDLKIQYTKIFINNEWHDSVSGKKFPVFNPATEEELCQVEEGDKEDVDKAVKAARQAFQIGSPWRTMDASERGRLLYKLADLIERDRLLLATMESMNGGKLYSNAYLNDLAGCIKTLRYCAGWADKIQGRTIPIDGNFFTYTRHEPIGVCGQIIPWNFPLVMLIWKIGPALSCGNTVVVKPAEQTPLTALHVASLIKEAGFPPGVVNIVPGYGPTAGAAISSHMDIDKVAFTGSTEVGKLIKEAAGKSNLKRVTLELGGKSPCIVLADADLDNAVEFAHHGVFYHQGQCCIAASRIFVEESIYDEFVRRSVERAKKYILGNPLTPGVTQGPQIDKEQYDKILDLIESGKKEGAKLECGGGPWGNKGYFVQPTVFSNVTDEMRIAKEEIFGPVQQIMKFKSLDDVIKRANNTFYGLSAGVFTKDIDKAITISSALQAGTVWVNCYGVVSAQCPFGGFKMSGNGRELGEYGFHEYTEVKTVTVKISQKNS
Active calls of the source: *; ? = inconclusive; / = no result given; & = joins results of further samples; [ ] = remark or other dose. Unless noted, calls follow the shape of the dose curve; as a rule, active = well fitted curve in the direction sought with a large enough effect; inconclusive = small, poorly fitted or top-dose-only effect, or another doubt; inactive = no such curve, though single readings can be large; an effect the other way counts as inactive or inconclusive. Potency is read from the fitted curve at half-maximal effect. Some of the compounds tested, so the mix of outcomes need not match the whole.

SMILES	NPSR antag	Tau fluor counter	GAA glycogen mod	aGlu spleen mod	GLA spleen mod	Epigenetic derep	GAA inh	ALDH1A1 inh
Cc1ccccc1NC(=O)CSc1nnc(-c2ccoc2C)n1CCc1ccccc1	?	-7.8%	-9.9%	-6.7%	-5.5%	0.4%	-1.2%	-12.4%
Cc1cccc(NCC(=O)N/N=C\c2cccn2C)c1	6.3%	2.3%	?	-0.7%	2.0%	0.1%	/	/
CCCCSc1nc(C)cc(C)c1S(=O)(=O)c1ccccc1C	?	-14.0%	-1.5%	-7.4%	-1.6%	-1.1%	8.5%	?
Cc1c(CCO)c(=O)n(C)n1C(=O)c1ccc(Cl)cc1	-5.9%[46.1 µM]	-0.6%	?	-8.8%	6.5%	0.0%	0.3%	-2.5%
COc1ccc(NC(=S)Nc2ccccn2)cc1	?	-15.2%	-8.2%	2.6%	3.9%	-1.2%	/	/
O=C(NCc1ccco1)c1ccc(Cl)s1	5.9%	-2.6%	4.5%	/	-0.2%	-1.1%	-0.1%	-3.7%
O=C(Nc1nc(-c2ccncc2)cs1)c1ccc(F)cc1	6.5%	-0.2%	3.9%	-0.9%	-2.3%	-2.6%	3.4%	-3.0%
COc1ccc(-c2nn(-c3ccccc3)cc2CNC(C)Cn2cncn2)c(F)c1 (stereo unspecified)	4.3%	-4.3%	5.8%	-9.8%	-3.7%	5.3%	-2.7%	-2.1%
COC(=O)c1ccc(NC(=O)CSCc2ccc(C)cc2)cc1	-11.0%[46.1 µM]	?	-0.4%	0.6%	-3.6%	0.8%	-5.1%	-0.6%
CCOC(=O)CNC(=O)c1cn(C)c(=O)c2cc(OC)c(OC)cc12	5.2%[46.1 µM]	-2.5%	-9.5%	-9.0%	?	-0.9%	-2.3%	?
COc1ccc2nc(SC)cc(C)c2c1	-14.2%	-14.3%	-10.8%	4.8%	0.8%	-0.3%	-10.6%	12.9%
Cc1cc(NC(=O)Nc2ccc(F)c(Cl)c2)no1	-16.1%[46.1 µM]	-11.1%	-6.7%	-5.7%	-4.0%	0.9%	-8.0%	6.2%
COc1ccc(/C=C/C(=O)Nc2ccccc2C(=O)N2CCCC2)cc1	-20.0%[46.1 µM]	3.9%	8.4%	-2.7%	-9.2%	-1.2%	?	-2.5%
Nc1ccc(C(=O)OCC(=O)NC2CCCc3ccccc32)cc1[N+](=O)[O-] (stereo unspecified)	-15.9%[46.1 µM]	-24.4%	13.2%	3.3%	8.8%	8.9%	-6.2%	3.6%
CC(=NCCCNC1CCCCC1)C1=C(O)CC(C)(C)CC1=O	4.8%[46.1 µM]	2.1%	-1.7%	8.1%	1.7%	-1.0%	-19.8%	28.2µM*
CCc1ccccc1N(C(=O)c1cccs1)C1C=CS(=O)(=O)C1 (stereo unspecified)	-8.8%[46.1 µM]	-14.2%	7.7%	-8.5%	16.6%	2.7%	5.0%	-8.0%
CC(C)Nc1nc(NC(C)C)nc(N(C#N)CCOc2ccc(Cl)cc2Cl)n1	?	-23.3%	-8.5%	-1.7%	5.0%	0.0%	-7.4%	-8.9%
COc1ccccc1-c1csc(NC(=O)c2cc(-c3cccs3)nc3ccccc23)n1	15.1%	-6.7%	9.7%	-18.8%	0.4%	-1.1%	-1.7%	2.1%
CN(CCOc1ccccc1)S(=O)(=O)c1ccc2oc3ccccc3c2c1	-13.2%[46.1 µM]	-13.5%	1.2%	-4.1%	6.6%	-0.3%	-4.5%	-3.2%
O=c1c2ccccc2nc2ccccn12	11.1%	1.6%	3.2%	-9.1%	?	1.1%	?	?

Structural class: the entries above with a halogen (6)
SMILES	NPSR antag	Tau fluor counter	GAA glycogen mod	aGlu spleen mod	GLA spleen mod	Epigenetic derep	GAA inh	ALDH1A1 inh
Cc1c(CCO)c(=O)n(C)n1C(=O)c1ccc(Cl)cc1	-5.9%[46.1 µM]	-0.6%	?	-8.8%	6.5%	0.0%	0.3%	-2.5%
O=C(NCc1ccco1)c1ccc(Cl)s1	5.9%	-2.6%	4.5%	/	-0.2%	-1.1%	-0.1%	-3.7%
O=C(Nc1nc(-c2ccncc2)cs1)c1ccc(F)cc1	6.5%	-0.2%	3.9%	-0.9%	-2.3%	-2.6%	3.4%	-3.0%
COc1ccc(-c2nn(-c3ccccc3)cc2CNC(C)Cn2cncn2)c(F)c1 (stereo unspecified)	4.3%	-4.3%	5.8%	-9.8%	-3.7%	5.3%	-2.7%	-2.1%
Cc1cc(NC(=O)Nc2ccc(F)c(Cl)c2)no1	-16.1%[46.1 µM]	-11.1%	-6.7%	-5.7%	-4.0%	0.9%	-8.0%	6.2%
CC(C)Nc1nc(NC(C)C)nc(N(C#N)CCOc2ccc(Cl)cc2Cl)n1	?	-23.3%	-8.5%	-1.7%	5.0%	0.0%	-7.4%	-8.9%

Other compounds
SMILES	NPSR antag	Tau fluor counter	GAA glycogen mod	aGlu spleen mod	GLA spleen mod	Epigenetic derep	GAA inh	ALDH1A1 inh
O=C(O)CSc1ncn[nH]1	-9.1%[46.1 µM]	6.2%	0.1%	-0.3%	3.9%	2.4%	-11.2%	10.5%
Cc1cccc(C(=O)OCC(=O)Nc2sc3c(c2C#N)CCC3)c1	-2.6%	-7.8%	9.9%	9.8%	5.1%	-0.9%	-1.8%	?
CCOc1ccc(/C(CCC(=O)O)=N/NC(=S)NC(C)C)cc1	-4.7%	-2.0%	?	-8.4%	0.2%	-2.9%	-7.9%	?
N#C/C(=C/c1ccccc1)C(=O)NCc1ccccc1	-0.2%	8.3%	2.6%	-3.6%	1.4%	-2.5%	5.4%[15.4 µM]	-3.2%
Cc1noc(C)c1COc1cccc(C(=O)NCc2cccc(Cl)c2)c1	-26.7%[46.1 µM]	-20.9%	-6.3%	4.6%	3.0%	-1.2%	-22.8%	0.7%
Cc1ccc(-n2c3c(cc(C(=O)Nc4cccc(C)n4)c2=O)C(=O)CCC3)cc1	5.4%[46.1 µM]	-4.9%	-3.6%	-0.3%	0.0%	1.0%	-3.5%	?
COc1ccc(-c2cc(=O)n(CCC#N)[nH]2)cc1	10.8%	-10.6%	1.0%	-1.5%	2.6%	0.0%	0.9%	11.1%
COCCn1c(SCCOc2ccccc2)nc2ccccc2c1=O	-41.4%	-12.0%	-8.6%	9.2%	7.9%	-1.9%[10.1 µM]	-12.5%[15.4 µM]	-12.9%
COCCCNCCOc1ccc(C(C)(C)c2ccccc2)cc1	7.8%	3.9%	1.5%	0.4%	7.3%	1.1%	-4.5%	5.4%
CCOC(=O)c1c(NC(=O)CSc2nnc(-c3cccc(C)c3)n2CC)sc(C(C)=O)c1C	?	-3.1%	-2.9%	0.5%	0.9%	5.3%	2.9%	4.8%
CCOc1ccc(N(CC(=O)Nc2ccccc2C(=O)NCc2ccco2)S(C)(=O)=O)cc1	-10.5%[46.1 µM]	-16.2%	0.0%	-6.3%	-0.8%	1.0%	-9.2%	0.0%
CCN1C(=O)[C@H]2[C@@H]3[C@H](O)[C@H](O)CC(=O)[C@H]3CC[C@H]2C1=O	/	-1.1%&-2.1%[11.6 µM]	/	3.5%&0.7%[17.4 µM]	0.1%&-15.5%[17.5 µM]	0.0%&0.0%[10.1 µM]	/	3.2%&-2.9%[13.5 µM]
NC(=O)C1CCN(c2ccc(S(=O)(=O)N3CCC(Cc4ccccc4)CC3)cn2)CC1	4.9%	-5.1%	-4.4%	-1.9%	3.9%	-1.4%	-0.3%	4.6%
CCCCCCN1C(=O)C(O)=C(C(C)=O)C1c1ccccc1[N+](=O)[O-] (stereo unspecified)	-6.2%	-4.2%	-3.4%	2.0%	-2.1%	-0.1%	?	-9.1%
CC1(C)Cc2c(sc(NC(=O)/C=C/C(=O)O)c2C#N)CO1	-14.2%	-5.1%	0.5%	-5.1%	-2.6%	-0.5%	/	/
CCOc1ccc(C2CC(=O)NC3=C2C(=O)CCC3)cc1Cl (stereo unspecified)	-14.9%[46.1 µM]	4.0%	-0.4%	-7.5%	-5.2%	-12.0%	-4.5%	?
Cc1ccc(CC(=O)N/N=C/c2ccc(OC(=O)c3ccc([N+](=O)[O-])cc3)cc2)cc1	18.6%	-21.6%	3.9%	-1.0%	0.3%	2.5%	-21.1%	10.8%
CC(=O)c1ccc(-c2nnc(CCC(=O)N(C)Cc3cccc4cnccc34)o2)s1	6.9%	-3.6%	-3.8%	2.0%	6.3%	-1.2%	/	?
CCOC(=O)CN(C(=O)CCC(=O)Nc1cc(C)on1)C(C(=O)NC1CCCC1)c1cccnc1 (stereo unspecified)	-10.7%[46.1 µM]	1.9%	6.1%	-4.5%	-12.7%	-1.2%	-4.5%	15.5%
COc1ccccc1Oc1nc2c(c(=O)n(Cc3ccccc3F)c(=O)n2C)n1C	-18.7%[46.1 µM]	?	-4.1%	1.9%	4.7%	0.0%	-9.7%	8.91µM*
CN(C)c1ccc(C(=O)Nc2ccc(CN3CCS(=O)(=O)CC3)cc2)cc1	-1.4%	-5.8%	-2.0%	3.6%	6.4%	0.1%	/	/
O=S(=O)(/N=C(/Nc1ccc(F)cc1F)c1ccccc1)c1ccc(Br)cc1	-7.9%[46.1 µM]	-10.2%	-2.1%	0.1%	6.2%	2.3%	-0.1%	16.9%

Screens from PubChem BioAssay.
